GPR151 ag – human GPR151 activation; PathHunter beta-arrestin GPR151 cells, luminescence; Q8TDV0; activation, % at 11.2 µM; hit rate 1% among 650,000; in the data active = activation above about 4.9%;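 also: 0% = median of compound wells and 100% = cells with positive control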
Target sequence (Q8TDV0 whole entry, looked up): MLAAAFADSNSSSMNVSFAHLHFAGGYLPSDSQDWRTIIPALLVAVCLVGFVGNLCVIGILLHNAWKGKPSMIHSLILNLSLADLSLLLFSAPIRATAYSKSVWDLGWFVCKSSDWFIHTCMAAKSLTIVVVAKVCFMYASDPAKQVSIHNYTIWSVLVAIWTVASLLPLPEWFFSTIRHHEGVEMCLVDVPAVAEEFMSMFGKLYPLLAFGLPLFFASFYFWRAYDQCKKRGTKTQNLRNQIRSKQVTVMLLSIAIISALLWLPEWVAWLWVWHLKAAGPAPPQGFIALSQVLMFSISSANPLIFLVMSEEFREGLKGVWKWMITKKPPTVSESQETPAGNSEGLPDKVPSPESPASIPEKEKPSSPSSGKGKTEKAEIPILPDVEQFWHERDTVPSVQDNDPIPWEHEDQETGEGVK
MITF inh – human MITF inhibition, primary screen; hit rate 0.91% among 650,000; AID 1259374; AlphaScreen MITF homodimerization, bead proximity signal; inhibition, % at 2.6 µM; O75030; in the data active = inhibition above about 50%;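 also: 0% = vehicle wells with protein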
FBW7 activator – human FBW7 E3 ligase activation, primary screen. normalized activity (activation), % at 26.1 µM. hit rate 0.13% among 650,000. AlphaScreen FBW7–phospho-cyclin E peptide binding, activator screen; in the data active = normalized activity above about 1.9%;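 also: purified mutant Fbw7 with reduced substrate affinity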
Target sequence (Q969H0 whole entry, looked up): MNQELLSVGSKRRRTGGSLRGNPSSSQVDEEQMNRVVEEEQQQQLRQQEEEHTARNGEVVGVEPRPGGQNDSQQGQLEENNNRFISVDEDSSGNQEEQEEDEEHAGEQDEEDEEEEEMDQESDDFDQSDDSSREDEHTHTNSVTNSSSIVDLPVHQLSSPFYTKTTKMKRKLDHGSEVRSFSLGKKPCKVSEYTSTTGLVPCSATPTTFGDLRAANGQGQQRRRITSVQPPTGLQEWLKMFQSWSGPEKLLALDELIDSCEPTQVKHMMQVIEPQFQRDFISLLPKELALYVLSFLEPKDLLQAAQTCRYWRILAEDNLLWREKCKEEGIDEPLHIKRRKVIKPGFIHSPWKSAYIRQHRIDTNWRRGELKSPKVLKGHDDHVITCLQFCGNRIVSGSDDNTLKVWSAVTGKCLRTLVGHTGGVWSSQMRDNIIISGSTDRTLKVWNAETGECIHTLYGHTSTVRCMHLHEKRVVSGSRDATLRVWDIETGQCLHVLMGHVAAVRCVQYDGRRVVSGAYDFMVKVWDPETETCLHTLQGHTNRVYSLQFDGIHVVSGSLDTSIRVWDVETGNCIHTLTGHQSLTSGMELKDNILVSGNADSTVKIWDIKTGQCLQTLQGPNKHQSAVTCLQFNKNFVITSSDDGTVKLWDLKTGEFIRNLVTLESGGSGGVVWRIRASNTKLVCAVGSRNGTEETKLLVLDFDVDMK
TEAD-YAP block – TEAD-YAP interaction inhibition; HEK-TIYL cells, TEAD-Gal4/YAP UAS-luciferase luminescence; hit rate 1.4% among 640,000; inhibition, % at 9.12 µM; in the data active = inhibition above about 32%;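 also: 0% = median of test compound wells and 100% = reference inhibitor wells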
Active calls of the source: *.

`Cc1ccc(S(=O)Cc2ccc(C(=O)N3CCN(c4ccccn4)CC3)o2)cc1` (stereo unspecified) gave GPR151 ag 0.1, MITF inh -12, FBW7 activator 0.1 and TEAD-YAP block -1.
Screening O=C(Cc1cccs1)NCc1ccc2c(c1)OCO2 returned GPR151 ag -0.4, MITF inh 8, FBW7 activator 0.0 and TEAD-YAP block -30.
`Cc1cc(NC(=O)C2CC2)n(-c2nc3c(c(=O)[nH]2)CCC3)n1` gave GPR151 ag 0.1, MITF inh 15, FBW7 activator 0.1 and TEAD-YAP block -6.
O=C(Nc1cc(Oc2ccc(F)cc2)cc([N+](=O)[O-])c1)c1nn2c(C(F)(F)F)cc(-c3cccs3)nc2c1Br was read as GPR151 ag 1.1, MITF inh 1, FBW7 activator 0.1 and TEAD-YAP block -1.
Cc1cc2cc(CN(CC3COCCO3)S(=O)(=O)c3ccccc3)c(=O)[nH]c2cc1C (stereo unspecified) was read as GPR151 ag -1.5, MITF inh 14, FBW7 activator 0.2 and TEAD-YAP block 3.
Screening CC(C)CC(NC(=O)/C(=C/c1ccc2c(c1)OCO2)NC(=O)c1ccco1)C(=O)O (stereo unspecified) returned GPR151 ag -2.0, MITF inh -6, FBW7 activator 0.2 and TEAD-YAP block 0.
Screening CC(C)C(=O)Nc1ccc(NC(=O)c2cccc(Cl)c2)cc1 returned GPR151 ag -0.7, MITF inh 7, FBW7 activator -0.1 and TEAD-YAP block -47.
`O=C1C(=O)N(Cc2ccccc2)C23C1=C(c1ccccc1)OC2(O)c1ccccc1C3(O)O` (stereo unspecified) gave GPR151 ag -0.6, MITF inh 4, FBW7 activator 0.2 and TEAD-YAP block -2.
For COc1cc(/C=C2/NC(=O)NC2=O)cc(Cl)c1OCc1ccc(Br)cc1 the results were GPR151 ag 0.9, MITF inh 3, FBW7 activator 0.0 and TEAD-YAP block 1.
Screening CC(C)(C)C(=O)COC(=O)/C=C/c1ccc(I)o1 returned GPR151 ag 1.4, MITF inh 32, FBW7 activator 0.0 and TEAD-YAP block 12.
CCOC(=O)C1=C(C)NC(=O)NC1c1ccc(OCC(=O)OC)c(OC)c1 (stereo unspecified) was read as GPR151 ag 0.0, MITF inh -12, FBW7 activator -0.1 and TEAD-YAP block 1.
Screening O=C1CCC(=O)N1c1ccc(SCc2ccc(F)cc2)cc1 returned GPR151 ag 0.1, MITF inh -2, FBW7 activator 0.1 and TEAD-YAP block -3.
For COc1ccc(-n2cc(-c3ccncn3)cn2)cc1 the results were GPR151 ag -7.3, MITF inh 10, FBW7 activator 0.0 and TEAD-YAP block -43.
Screening COc1ccc(C(=O)N2CCCC(N(C)CCc3ccccc3)C2)cc1F (stereo unspecified) returned GPR151 ag 0.0, MITF inh 0, FBW7 activator -0.2 and TEAD-YAP block 9.
COc1cccc(CNC(=O)C(=O)Nc2ccc3nc4n(c(=O)c3c2)CCCCC4)c1 was read as GPR151 ag -0.8, MITF inh 11, FBW7 activator 0.1 and TEAD-YAP block 3.
Screening COc1cc(C)nc(NC(=O)NS(=O)(=O)c2c(OC)cc(C)nc2Cl)n1 returned GPR151 ag -0.2, MITF inh 0, FBW7 activator -0.1 and TEAD-YAP block 2.
O=C(NCC(c1ccc2c(c1)OCO2)N1CCN(c2ccccc2F)CC1)c1cnccn1 (stereo unspecified) was read as GPR151 ag 5.5*, MITF inh 15, FBW7 activator 0.2 and TEAD-YAP block -23.
Screening O=C(O)CC12CC3CC(CC(S)(C3)C1)C2 returned GPR151 ag 2.7, MITF inh 6, FBW7 activator 0.0 and TEAD-YAP block 7.
`Cc1cc(/C=C2\SC(=O)N(C)C2=O)c(C)n1-c1ccc(O)cc1` gave GPR151 ag 0.1, MITF inh 11, FBW7 activator -0.4 and TEAD-YAP block 79*.
For CCCc1cc(=O)[nH]c(Nc2ccc(C)c(O)c2)n1 the results were GPR151 ag -0.1, MITF inh -1, FBW7 activator -0.1 and TEAD-YAP block -5.
For CN(C)c1cccc(C(=O)OCC(=O)NC(C)(C)C)c1 the results were GPR151 ag 2.5, MITF inh -3, FBW7 activator 0.1 and TEAD-YAP block 2.
For COC(=O)C1=C(C)Nc2nnnn2C1c1ccc([N+](=O)[O-])cc1 (stereo unspecified) the results were GPR151 ag 0.6, MITF inh 12, FBW7 activator 0.0 and TEAD-YAP block 5.
CCOC(=O)NNC(=O)OCC was read as GPR151 ag 1.8, MITF inh -5, FBW7 activator 0.1 and TEAD-YAP block -7.
Screening COc1ccc(NC(=O)CSc2nc3cc4c(cc3cc2C#N)OCO4)cc1 returned GPR151 ag 1.7, MITF inh 14, FBW7 activator 0.2 and TEAD-YAP block 2.
`OCCC1CN(Cc2cccc3c2OCO3)CCN1C1CCCCC1` (stereo unspecified) gave GPR151 ag -0.4, MITF inh 12, FBW7 activator 0.3 and TEAD-YAP block 18.
For CC(C)NC(=O)c1ccc(-c2ccccc2C(F)(F)F)o1 the results were GPR151 ag -0.3, MITF inh 21, FBW7 activator 0.4 and TEAD-YAP block -36.
For O=C(O)c1ccc(S(=O)(=O)N(CC2CC=CCC2)CC2CCCO2)cc1 (stereo unspecified) the results were GPR151 ag 1.8, MITF inh -8, FBW7 activator 0.0 and TEAD-YAP block -1.
For CCOC(=O)C(C)Sc1ccc2nnc(-c3ccc(C)cc3)n2n1 (stereo unspecified) the results were GPR151 ag 0.5, MITF inh 11, FBW7 activator 0.0 and TEAD-YAP block 6.
For Cc1ccc(/C=N/Nc2nncc(-c3ccccc3)n2)o1 the results were GPR151 ag -1.1, MITF inh -4, FBW7 activator -0.9 and TEAD-YAP block -42.
For Cc1ccc(-c2cc3nc(C)cc(C)n3n2)cc1 the results were GPR151 ag -1.4, MITF inh 10, FBW7 activator -0.1 and TEAD-YAP block -49.
Screening CN1C(=O)[C@H]2CN(Cc3ccc4ncccc4c3)CCN2C(=O)[C@@H]1CO returned GPR151 ag -1.5, MITF inh 7, FBW7 activator 1.0 and TEAD-YAP block -9.
For CCOC(=O)/C(C#N)=C\Nc1sc2c(c1C(=O)OCC)CCCC2 the results were GPR151 ag -0.5, MITF inh 3, FBW7 activator 0.0 and TEAD-YAP block 2.
Screening c1cnc2ccc(-c3ccc4ncccc4c3)cc2c1 returned GPR151 ag -1.8, MITF inh 14, FBW7 activator -0.1 and TEAD-YAP block -2.
For Cc1cccc(OCCOC(=O)c2ccc(F)c(S(=O)(=O)N3CCOCC3)c2)c1 the results were GPR151 ag 0.9, MITF inh 3, FBW7 activator 0.0 and TEAD-YAP block 5.
For Cc1ccc(S(=O)(=O)N2CCN(CC(=O)NC3CCCCC3)CC2)cc1 the results were GPR151 ag -0.4, MITF inh 9, FBW7 activator -0.1 and TEAD-YAP block 10.
For COc1cccc(C2C3=C(CC(C)(C)CC3=O)Nc3ccc4ccccc4c32)c1 (stereo unspecified) the results were GPR151 ag -0.1, MITF inh 8, FBW7 activator 0.0 and TEAD-YAP block -5.
`CCOc1ccc(C2C(C#N)=C(SC)NC(=O)C2C(=O)OC)cc1` (stereo unspecified) gave GPR151 ag -0.5, MITF inh -1, FBW7 activator 0.1 and TEAD-YAP block -1.
`Cc1cnc(-c2c(C)nn(C)c2C)nc1NCCc1ccc(O)cc1` gave GPR151 ag 5.7*, MITF inh 1, FBW7 activator 0.1 and TEAD-YAP block -1.
For Clc1ccc(C2=NN3C(C2)c2ccccc2OC3c2ccc(Cl)cc2)cc1 (stereo unspecified) the results were GPR151 ag -0.2, MITF inh -1, FBW7 activator -0.4 and TEAD-YAP block -53.
`COC(=O)c1c(NC(=O)c2csc3c2CCCC3)sc(C)c1C` gave GPR151 ag 2.0, MITF inh -16, FBW7 activator 0.0 and TEAD-YAP block -2.
For CC(NS(=O)(=O)c1ccc(F)cc1)C(=O)NCCc1ccccc1 (stereo unspecified) the results were GPR151 ag 4.6, MITF inh -12, FBW7 activator -0.1 and TEAD-YAP block -21.
`Cc1cc2c(cc1S(=O)(=O)NCCc1ccc(Cl)cc1)OCCN2C` gave GPR151 ag 0.1, MITF inh -3, FBW7 activator -0.3 and TEAD-YAP block -5.
`O=C(NCC1CCCN(Cc2ccon2)C1)C1(c2ccc(Cl)cc2)CC1` (stereo unspecified) gave GPR151 ag -1.4, MITF inh 13, FBW7 activator 0.5 and TEAD-YAP block 10.
Screening COc1ccc(/C=C/C(=O)NCc2ccccc2)cc1Br returned GPR151 ag 0.5, MITF inh 15, FBW7 activator 0.3 and TEAD-YAP block 5.
CC(=O)CC1C2([N+](=O)[O-])CN(CCO)CC1([N+](=O)[O-])c1ccccc1C2=O (stereo unspecified) was read as GPR151 ag -0.4, MITF inh -4, FBW7 activator -0.1 and TEAD-YAP block -8.
Screening CCC1=NN2C(=N)/C(=C/c3cc(Br)c(OCCOc4ccc(C(C)(C)C)cc4)c(OC)c3)C(=O)N=C2S1 returned GPR151 ag 3.2, MITF inh 4, FBW7 activator 0.0 and TEAD-YAP block -16.
`CC(C)c1ccc(CN(C(=O)c2cccs2)C2CCS(=O)(=O)C2)cc1` (stereo unspecified) gave GPR151 ag 0.5, MITF inh -4, FBW7 activator -0.1 and TEAD-YAP block -12.
Screening COc1cc(/C=C2/NC(=O)N(Cc3ccccc3F)C2=O)cc(Cl)c1OCC(=O)O returned GPR151 ag 0.9, MITF inh 11, FBW7 activator 0.2 and TEAD-YAP block 1.
COCCN1Cc2cccc(C(=O)Nc3cccc(OC)c3)c2C1=O was read as GPR151 ag 1.2, MITF inh -16, FBW7 activator 0.2 and TEAD-YAP block 0.
For CCN=C1S/C(=C\c2cn(C(C)=O)nc2-c2ccccc2)C(=O)N1CC the results were GPR151 ag 1.1, MITF inh 20, FBW7 activator 0.1 and TEAD-YAP block -3.
`CC(C)NC(=O)C1CCN(Cc2cccc(Cl)c2Cl)CC1` gave GPR151 ag 1.1, MITF inh 54*, FBW7 activator 0.4 and TEAD-YAP block 7.
For N#Cc1ccc(NC(=O)CN2CCN(c3ccc(C(F)(F)F)cc3[N+](=O)[O-])CC2)cc1 the results were GPR151 ag 1.1, MITF inh 1, FBW7 activator 0.0 and TEAD-YAP block 23.
For c1ccc(-c2ccc(OCCCCN3CCNCC3)cc2)cc1 the results were GPR151 ag 2.5, MITF inh 37, FBW7 activator -0.5 and TEAD-YAP block -10.
`COc1cc(/C=N/NC(=O)c2cccnc2)ccc1OC(=O)c1ccccc1Cl` gave GPR151 ag 2.6, MITF inh 4, FBW7 activator 0.0 and TEAD-YAP block -1.
For COc1cc(/C=N/O)ccc1OCc1ccc(C(=O)O)cc1 the results were GPR151 ag -9.1, MITF inh 20, FBW7 activator 0.0 and TEAD-YAP block 94*.
CCOc1ccc(-c2ccc(C=C3C(=O)NC(=O)NC3=O)o2)c([N+](=O)[O-])c1 was read as GPR151 ag -0.1, MITF inh 15, FBW7 activator -0.4 and TEAD-YAP block -7.
`COc1cccc(OC)c1OC(=O)c1c(F)cccc1F` gave GPR151 ag 0.8, MITF inh 0, FBW7 activator 0.1 and TEAD-YAP block -7.
CC(=O)OCC(=O)[C@@]12OC3(CCCC3)O[C@@H]1CC1C3CCC4=CC(=O)C=C[C@]4(C)[C@@]3(F)[C@@H](O)C[C@@]12C (stereo partly specified) was read as GPR151 ag 0.6, MITF inh -7, FBW7 activator 0.0 and TEAD-YAP block -4.
`COc1ccc(CNc2nc(-c3cccnc3)nn2C(=O)c2ccc([N+](=O)[O-])cc2)cc1` gave GPR151 ag 0.4, MITF inh 3, FBW7 activator 0.0 and TEAD-YAP block 7.
`O=C(COC(=O)CSCc1ccc(Cl)c(Cl)c1)NC(=O)NC1CCCC1` gave GPR151 ag -1.5, MITF inh 15, FBW7 activator 0.2 and TEAD-YAP block 0.

In the list so far, these have fluorine:
O=C(Nc1cc(Oc2ccc(F)cc2)cc([N+](=O)[O-])c1)c1nn2c(C(F)(F)F)cc(-c3cccs3)nc2c1Br was read as GPR151 ag 1.1, MITF inh 1, FBW7 activator 0.1 and TEAD-YAP block -1.
Screening O=C1CCC(=O)N1c1ccc(SCc2ccc(F)cc2)cc1 returned GPR151 ag 0.1, MITF inh -2, FBW7 activator 0.1 and TEAD-YAP block -3.
Screening COc1ccc(C(=O)N2CCCC(N(C)CCc3ccccc3)C2)cc1F (stereo unspecified) returned GPR151 ag 0.0, MITF inh 0, FBW7 activator -0.2 and TEAD-YAP block 9.
O=C(NCC(c1ccc2c(c1)OCO2)N1CCN(c2ccccc2F)CC1)c1cnccn1 (stereo unspecified) was read as GPR151 ag 5.5*, MITF inh 15, FBW7 activator 0.2 and TEAD-YAP block -23.
For CC(C)NC(=O)c1ccc(-c2ccccc2C(F)(F)F)o1 the results were GPR151 ag -0.3, MITF inh 21, FBW7 activator 0.4 and TEAD-YAP block -36.
For Cc1cccc(OCCOC(=O)c2ccc(F)c(S(=O)(=O)N3CCOCC3)c2)c1 the results were GPR151 ag 0.9, MITF inh 3, FBW7 activator 0.0 and TEAD-YAP block 5.
For CC(NS(=O)(=O)c1ccc(F)cc1)C(=O)NCCc1ccccc1 (stereo unspecified) the results were GPR151 ag 4.6, MITF inh -12, FBW7 activator -0.1 and TEAD-YAP block -21.
Screening COc1cc(/C=C2/NC(=O)N(Cc3ccccc3F)C2=O)cc(Cl)c1OCC(=O)O returned GPR151 ag 0.9, MITF inh 11, FBW7 activator 0.2 and TEAD-YAP block 1.
For N#Cc1ccc(NC(=O)CN2CCN(c3ccc(C(F)(F)F)cc3[N+](=O)[O-])CC2)cc1 the results were GPR151 ag 1.1, MITF inh 1, FBW7 activator 0.0 and TEAD-YAP block 23.
`COc1cccc(OC)c1OC(=O)c1c(F)cccc1F` gave GPR151 ag 0.8, MITF inh 0, FBW7 activator 0.1 and TEAD-YAP block -7.
CC(=O)OCC(=O)[C@@]12OC3(CCCC3)O[C@@H]1CC1C3CCC4=CC(=O)C=C[C@]4(C)[C@@]3(F)[C@@H](O)C[C@@]12C (stereo partly specified) was read as GPR151 ag 0.6, MITF inh -7, FBW7 activator 0.0 and TEAD-YAP block -4.

Screening data (PubChem BioAssay)
